Tat transport = E. coli Tat export inhibitors, primary screen, MC4100, TorA-mCherry reporter, fluorescence, single point | inhibition, % at 10 µM | hit rate 0.036% among 340,000 | AID 488895, 2010;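 active means mean replicate inhibition at least 50% and at least half of replicates individually reaching 50%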;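 further: exported cargo escapes ClpAP degradation while cytoplasmic cargo is degraded and loses fluorescence; 0% = median of neutral control wells and 100% = median of NaSCN control wells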
CAL PDZ FP = CAL PDZ peptide-binding inhibitors, primary screen, biochemical, fluorescence polarization, Cer-tagged CAL PDZ, HTS; hit rate 0.02% among 330,000; inhibition, % at 20 µM; purified CAL PDZ, TMR-peptide fluorescence polarization, 1 h; AID 504414, 2011;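 active means highest replicate inhibition of at least 40%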;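 further: plate controls were DMSO neutral control wells for no effect and unlabeled competitor peptide control wells for full effect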
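Material: tagged CAL PDZ domain; buffer or medium: 25 mM sodium phosphate pH 7.4, 150 mM NaCl, TCEP, IgG, Thesit; compound dosing: single point, 20 µM; schedule: 1 h incubation at room temperature before polarization reading; measured by: FP readout, S and P plane fluorescence; read-out basis: percent inhibition from loss of millipolarization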
Wnt act = Wnt/beta-catenin pathway activators, primary screen, cell-based, plate reader, single point; Wnt/beta-catenin reporter cell assay, activator; activation, % at 9.35 µM; hit rate 1.2% among 300,000; in the data active means activation above about 30%, passing the limit was not always enough;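 further: 0% = neutral control wells and 100% = positive control wells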
PvdQ acylase = P. aeruginosa PvdQ acylase inhibitors, primary screen, biochemical, fluorescence, plate reader and imaging, single point; PvdQ acylase [Pseudomonas aeruginosa LESB58]; purified PvdQ acylase; AID 488965, 2010; inhibition, % at 10 µM; hit rate 0.063% among 340,000; in the data active means inhibition above about 30%, passing the limit was not always enough;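 further: 0% = vehicle neutral wells and 100% = reference inhibitor wells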
DAGLB inhibitor = DAGLB lipase inhibitors, primary screen, biochemical, fluorescence, HTS; AID 504411, 2011; inhibition, % at 5.17 µM; Diacylglycerol lipase-beta (Homo sapiens), Q8NCG7; HEK293T DAGLB membrane lysate, EnzChek fluorogenic substrate; hit rate 0.059% among 340,000; in the data active means inhibition above about 34%;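 further: 0% = enzyme with vehicle and 100% = wells lacking enzyme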
Target sequence (Q8NCG7 whole entry, looked up): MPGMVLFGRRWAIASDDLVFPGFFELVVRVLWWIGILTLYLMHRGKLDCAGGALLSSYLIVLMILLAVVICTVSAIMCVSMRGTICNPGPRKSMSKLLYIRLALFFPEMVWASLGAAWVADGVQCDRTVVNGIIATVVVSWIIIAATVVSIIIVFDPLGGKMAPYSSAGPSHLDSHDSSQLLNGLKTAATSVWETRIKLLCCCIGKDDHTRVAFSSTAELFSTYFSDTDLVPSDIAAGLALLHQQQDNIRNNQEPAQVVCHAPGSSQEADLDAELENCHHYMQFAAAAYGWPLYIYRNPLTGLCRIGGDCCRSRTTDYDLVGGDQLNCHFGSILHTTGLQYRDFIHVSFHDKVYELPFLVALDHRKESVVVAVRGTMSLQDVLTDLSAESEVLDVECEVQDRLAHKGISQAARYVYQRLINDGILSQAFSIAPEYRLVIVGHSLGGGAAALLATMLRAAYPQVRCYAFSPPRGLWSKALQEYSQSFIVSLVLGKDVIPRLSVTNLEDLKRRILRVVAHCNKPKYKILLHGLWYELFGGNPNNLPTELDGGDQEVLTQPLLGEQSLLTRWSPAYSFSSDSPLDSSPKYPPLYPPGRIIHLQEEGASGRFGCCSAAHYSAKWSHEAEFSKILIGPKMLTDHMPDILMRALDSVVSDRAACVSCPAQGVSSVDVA
AddAB inh = growth inhibition of E. coli expressing H. pylori AddAB, primary screen, AddAB inhibitor project, absorbance; inhibition, % at 11.9 µM; hit rate 0.29% among 330,000; AID 435030, 2010; in the data active means inhibition above about 12%;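 further: 0% = vehicle wells of infected cells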
E coli growth = E. coli V3065 growth inhibition, primary screen, counter-screen for AddAB inhibitor project, absorbance, OD600 | hit rate 0.27% among 330,000 | 18 h | inhibition, % at 11.9 µM;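 active means inhibition above the campaign's mean inhibition across all tested compounds plus 3 SD, cut at about 9.9% in these data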;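 further: uninfected addAB+ strain grown without phage in ampicillin broth; 0% = DMSO wells and 100% = ciprofloxacin 0.95 µg/ml wells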
Rtt109 Vps75 = inhibitors of C. albicans Rtt109/Vps75 HAT, primary screen, biochemical, ThioGlo CoA-SH fluorescence, plate reader; Histone acetyltransferase RTT109 (Candida albicans (strain SC5314 / ATCC MYA-2876)), …; purified Rtt109/Vps75, 4 h; inhibition, % at 34.9 µM; hit rate 0.16% among 330,000;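 active means inhibition of at least 50% in every replicate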
Target sequence (Q5AAJ8 whole entry, looked up): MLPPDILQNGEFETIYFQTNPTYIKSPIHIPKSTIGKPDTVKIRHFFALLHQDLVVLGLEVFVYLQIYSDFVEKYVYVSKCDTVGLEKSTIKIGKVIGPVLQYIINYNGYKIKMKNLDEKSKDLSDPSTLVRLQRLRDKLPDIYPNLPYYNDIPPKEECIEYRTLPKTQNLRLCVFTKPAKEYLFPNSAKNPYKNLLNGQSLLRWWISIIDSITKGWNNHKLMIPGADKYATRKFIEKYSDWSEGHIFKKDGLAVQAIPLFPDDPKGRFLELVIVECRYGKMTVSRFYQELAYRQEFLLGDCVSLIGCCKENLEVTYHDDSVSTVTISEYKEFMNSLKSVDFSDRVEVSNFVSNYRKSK
PfHsp90 set2 = growth inhibition of PfHsp90-expressing yeast, primary screen, antimalarial PfHsp90 inhibitor project, S. cerevisiae, BacTiter-Glo luminescence, single point, set 2. BacTiter-Glo ATP, 48 h; yeast lacking PDR1 and PDR3 efflux regulators. inhibition, % at 9.4 µM. hit rate 0.32% among 310,000;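 active means every replicate shows inhibition above about 80%, whatever the replicate mean, limit read from the data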;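 further: 0% = DMSO neutral controls and 100% = 20 µM radicicol positive controls; yeast relying on Plasmodium falciparum Hsp90 in place of its own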
phage Ecoli inh = growth loss of phage-infected E. coli, primary screen, RecBCD inhibitor project, absorbance, with phage, HTS | inhibition, % at 11.9 µM | hit rate 0.26% among 360,000 | AID 651602, 2012; in the data active means inhibition above about 11%
* = called active by the depositor; nt = no result given. Random draw from the library (roughly 1.9% active in at least one column).

Structure	E coli growth	Wnt act	AddAB inh	PvdQ acylase	Rtt109 Vps75	phage Ecoli inh	PfHsp90 set2	CAL PDZ FP	DAGLB inhibitor	Tat transport
Cn1c(=O)c2c(SCC(=O)NCC3CCCO3)nc(CC(C)(C)C)nc2n(C)c1=O (configuration not stated)	-1.5	-3	4.0	-18	1	2.4	-7	-4.8	0	-4
O=C(COc1ccc(Br)cc1)N/N=C1\SCC(=O)N1c1ccc(F)cc1	1.7	nt	3.0	16	6	-3.2	6	-1.2	2	0
CC(C)(C)OC(=O)NCCCCCNC(=O)c1nc[nH]c1C(=O)N1CCN(C(=O)OC(C)(C)C)CC1	-3.0	1	-2.3	-7	9	0.5	9	-0.2	2	1
COc1cccc(-c2nn(-c3ccccc3)cc2C(=O)n2nnc3ccccc32)c1	1.0	3	1.3	-14	-7	1.6	-11	-1.3	1	-10
CCN1C(=O)C2(/C(=C(\O)c3ccc4c(c3)OCCO4)C(=O)C(=O)N2CCCOC)c2ccccc21 (configuration not stated)	2.8	nt	2.6	4	19	2.2	6	-1.1	-2	0
O=C(N/N=C/c1ccccn1)C(=O)N1CCCCCC1	-3.2	6	2.3	5	2	-0.4	-8	-0.1	-7	-4
C=C(C)Cn1c(-c2cccc([N+](=O)[O-])c2)n[nH]c1=S	3.5	-1	0.3	5	9	2.0	5	-2.3	1	3
O=C(c1ccc(Cl)cc1)[C@@H]1[C@@H]2C(=O)N(c3ccc(Cl)cc3)C(=O)[C@@H]2C2c3ccccc3C=NN21 (some centres not stated)	1.1	-4	6.5	-6	7	5.4	-52	-2.9	-2	5
CCN(CC)c1ccc(/C=N/NC(=O)c2ccoc2C)cc1	2.6	20	4.5	-2	-6	3.3	1	-0.4	-2	-1
COc1cc(OC)cc(-c2c(-c3ccc(F)cc3)c3cc(-c4ccc5[nH]ccc5c4)ccc3n2C)c1	1.5	-9	3.4	0	8	1.1	11	1.4	-9	-3
CCOC(=O)C(NC(=O)c1ccccc1)(Nc1cccc(C)n1)C(F)(F)F (configuration not stated)	2.4	1	3.3	-6	4	3.9	-6	-0.1	1	5
c1ccc(-c2nc(N3CCNCC3)nc3ccccc23)cc1	-1.9	nt	-1.3	0	-16	3.8	-6	-0.3	0	3
CN(c1ccccc1)S(=O)(=O)c1ccc(NC(=O)COc2ccccc2)cc1	1.7	0	-0.4	14	8	4.5	-39	-2.4	-6	-8
CCOc1ccc(Oc2ccc(Cl)cc2NC(=O)CCNC(C)=O)cc1	-0.6	-2	4.6	-3	1	0.5	44	0.1	-4	-7
CCOc1cc(C(=O)Nc2cc(C)ccn2)cc(OCC)c1OCC	0.9	-6	0.7	-5	5	0.2	-1	-2.5	-3	3

No new results follow: an excerpt of the list.
Structure	E coli growth	Wnt act	AddAB inh	PvdQ acylase	Rtt109 Vps75	phage Ecoli inh	PfHsp90 set2	CAL PDZ FP	DAGLB inhibitor	Tat transport
Cn1c(=O)c2c(SCC(=O)NCC3CCCO3)nc(CC(C)(C)C)nc2n(C)c1=O (configuration not stated)	-1.5	-3	4.0	-18	1	2.4	-7	-4.8	0	-4
O=C(COc1ccc(Br)cc1)N/N=C1\SCC(=O)N1c1ccc(F)cc1	1.7	nt	3.0	16	6	-3.2	6	-1.2	2	0
CC(C)(C)OC(=O)NCCCCCNC(=O)c1nc[nH]c1C(=O)N1CCN(C(=O)OC(C)(C)C)CC1	-3.0	1	-2.3	-7	9	0.5	9	-0.2	2	1
COc1cccc(-c2nn(-c3ccccc3)cc2C(=O)n2nnc3ccccc32)c1	1.0	3	1.3	-14	-7	1.6	-11	-1.3	1	-10
CCN1C(=O)C2(/C(=C(\O)c3ccc4c(c3)OCCO4)C(=O)C(=O)N2CCCOC)c2ccccc21 (configuration not stated)	2.8	nt	2.6	4	19	2.2	6	-1.1	-2	0
O=C(N/N=C/c1ccccn1)C(=O)N1CCCCCC1	-3.2	6	2.3	5	2	-0.4	-8	-0.1	-7	-4
C=C(C)Cn1c(-c2cccc([N+](=O)[O-])c2)n[nH]c1=S	3.5	-1	0.3	5	9	2.0	5	-2.3	1	3
O=C(c1ccc(Cl)cc1)[C@@H]1[C@@H]2C(=O)N(c3ccc(Cl)cc3)C(=O)[C@@H]2C2c3ccccc3C=NN21 (some centres not stated)	1.1	-4	6.5	-6	7	5.4	-52	-2.9	-2	5
CCN(CC)c1ccc(/C=N/NC(=O)c2ccoc2C)cc1	2.6	20	4.5	-2	-6	3.3	1	-0.4	-2	-1
COc1cc(OC)cc(-c2c(-c3ccc(F)cc3)c3cc(-c4ccc5[nH]ccc5c4)ccc3n2C)c1	1.5	-9	3.4	0	8	1.1	11	1.4	-9	-3

(cont.)
Structure	E coli growth	Wnt act	AddAB inh	PvdQ acylase	Rtt109 Vps75	phage Ecoli inh	PfHsp90 set2	CAL PDZ FP	DAGLB inhibitor	Tat transport
CC(=O)OCC(=O)C1(O)CCC2C3CC(C)C4=CC(=O)CCC4(C)C3C(O)CC21C (configuration not stated)	nt	-5	nt	-7	0	3.8	19	0.7	2	-2
O=C(/C=C/c1ccc2c(c1)OCO2)NC1CCCC1	2.5	12	1.6	-22	-9	2.7	-13	nt	-1	-4
COc1cc(C(=O)N2CCC(c3nc(-c4cccnc4)no3)CC2)cc(OC)c1OC	-0.2	-1	3.0	-8	-4	0.5	2	nt	-1	10
O=[N+]([O-])c1cccc(/C=N/Nc2nc(NCc3ccccc3)nc(N3CCOCC3)n2)c1	0.0	nt	-0.6	-12	-8	0.6	8	-2.4	-2	-8
Cc1c(NC(=O)CSc2cccc3cccnc23)c(=O)n(-c2ccccc2)n1C	-1.6	nt	-3.2	-11	-2	3.4	17	0.8	-2	0
N#CC1=C2SCN(Cc3ccccc3)CN2C(=O)CC1c1ccccc1F (configuration not stated)	0.3	nt	-2.2	4	16	nt	-10	0.9	-4	-5
Cn1nnnc1SCC(=O)Nc1ccc2c(c1)OCCO2	-2.5	-2	0.2	-2	-21	0.3	13	-0.6	-2	-1
COc1ccc(C(=O)COC(=O)CNC(=O)c2ccc(OC)cc2)cc1	-0.6	-2	1.2	-4	5	4.0	-1	-1.4	-4	-13
CCc1nc2sc3ccccc3c(=O)c2c(=O)n1Cc1ccc(OC)cc1	1.3	4	0.3	-11	0	0.7	8	-3.8	2	6
CN(c1cc(=O)n2ccccc2n1)C1CCCCC1	-0.2	2	1.2	10	6	1.1	15	-1.2	2	7
O=C(Nc1ccc2c(c1)C(=O)NC2=O)c1ccccc1Cl	-1.5	-1	-3.7	-15	6	3.0	-3	-1.1	3	3
O=C(COC(=O)c1cccc(NS(=O)(=O)c2ccc(F)c(F)c2)c1)NC(=O)NC1CCCC1	-2.0	-7	-0.8	-2	22	1.2	12	-1.9	5	11
NC(=O)CN1CCN(CCN2C(=O)c3cccc4cccc(c34)C2=O)CC1	0.3	-1	1.2	-3	2	0.8	-12	-0.7	-2	-4
O=C(NCCCn1ccnc1)C(=O)NCC1OCCN1S(=O)(=O)c1ccc(Br)cc1 (configuration not stated)	-2.6	-2	-1.5	-16	-3	1.4	21	-1.0	-2	5
O=C(COC(=O)c1c(F)cccc1F)NCc1cccs1	0.3	2	0.9	-2	0	3.8	nt	-0.1	-1	-3

Next records:
Structure	E coli growth	Wnt act	AddAB inh	PvdQ acylase	Rtt109 Vps75	phage Ecoli inh	PfHsp90 set2	CAL PDZ FP	DAGLB inhibitor	Tat transport
COc1ccc(-c2[nH]c(-c3ccc4c(c3)OCO4)nc2-c2ccccc2)cc1	2.4	nt	2.8	-17	2	1.7	59	-0.3	2	-1
O=C(Oc1cccc(NC(=O)c2ccccc2Cl)c1)c1ccc([N+](=O)[O-])cc1	3.0	nt	-1.6	8	-4	2.4	-21	-2.0	-2	-2
COC(=O)c1ccccc1NC(=O)C1CCCN(S(C)(=O)=O)C1 (configuration not stated)	-0.1	-2	0.3	-17	-3	0.9	-53	-2.9	-2	-1
Cc1ccc(Oc2nc(-c3ccccn3)nc3ccccc23)cc1	-5.6	8	-5.7	nt	nt	-2.1	nt	nt	nt	nt
CCCCc1n[nH]c2c1/C(=N/O)CC(c1ccccc1)C2 (configuration not stated)	1.7	7	2.1	-2	-13	5.1	-3	-0.1	-1	-4
CCOC(=O)C1(Cc2ccccc2)CCN(Cc2cccc3nccnc23)CC1	-1.8	-1	-0.2	4	nt	2.0	13	-2.1	-4	-1
NCCCCC(N)c1cn([C@@H](CCC(=O)O)C(=O)N2CCNCC2)nn1 (some centres not stated)	3.0	-4	2.7	-11	-10	1.8	-7	1.6	-1	22
CCOc1ccc(OCCCCn2cnc3ccccc3c2=O)cc1	-1.4	4	-0.8	6	2	1.7	nt	-0.3	-3	-3
O=C(Cc1ccccc1)Nc1ccc(C(=O)O)cc1	2.9	nt	-0.5	-6	-2	3.4	19	-0.8	2	-3
COc1cc(NC(=O)Cn2cnc(C(=O)Nc3ccc(C)c(C)c3)n2)cc(OC)c1OC	-0.4	-1	0.2	-12	0	2.0	2	-0.4	-3	-2
CCc1ccc(C2C(C#N)=C(N)Oc3n[nH]c(CC(=O)OC)c32)cc1 (configuration not stated)	0.8	nt	-0.1	-15	8	-1.5	0	nt	2	-7
O=C(Cc1ccccc1)NCCc1c[nH]c2ccccc12	-0.7	0	4.7	1	9	0.8	6	0.5	-2	-1
CC(=O)Nc1cc(C(=O)NCc2ccco2)ccc1Sc1ccc(C)cc1	-1.1	-4	4.5	-4	1	-0.1	-38	-1.3	0	0
CCCc1cc(=O)[nH]c(SCC(=O)c2ccc3c(c2)OCCO3)n1	0.9	-3	-0.3	-7	3	2.8	3	-2.0	0	-12
CC(C)c1cccc(C(C)C)c1NC(=O)COC(=O)[C@H](C)NC(N)=O	0.2	1	-0.5	-5	-7	1.1	nt	0.6	0	2

Additional results
Structure	E coli growth	Wnt act	AddAB inh	PvdQ acylase	Rtt109 Vps75	phage Ecoli inh	PfHsp90 set2	CAL PDZ FP	DAGLB inhibitor	Tat transport
Cc1ccc(C(=O)NCCc2cccs2)cc1	0.5	-2	-0.1	-3	-15	4.7	-1	-0.3	-2	-1
O=C(CSc1nc2[nH]c(=O)cc(O)c2s1)NCCc1ccccc1	nt	0	nt	-13	-2	3.2	nt	-2.4	4	4
Cc1c(N(C)S(=O)(=O)c2cc(C(=O)NCC3CCCO3)ccc2Cl)c(=O)n(-c2ccccc2)n1C (configuration not stated)	-1.0	-3	3.2	6	9	-1.8	-13	-2.4	-2	-1
O=[N+]([O-])c1cccc(-c2nc(-c3ccccn3)no2)c1	-0.2	18	0.6	24	-14	1.8	3	-0.7	-4	2
O=C(CNC(=O)c1ccco1)NCc1nc2ccccc2[nH]1	0.2	2	2.7	-16	17	1.0	-24	-0.4	-1	-2
O=C(C(Cc1ccccc1)N1C(=O)c2ccccc2C1=O)N1CCc2ccccc21 (configuration not stated)	1.2	0	3.0	6	-2	2.5	14	nt	2	-8
Cc1c(OCC(=O)NC(Cc2ccc(Cl)cc2)C(=O)O)ccc2c3c(c(=O)oc12)CCCC3 (configuration not stated)	-1.5	-1	1.9	-10	-4	2.6	-12	-3.6	1	3

Source: PubChem
